Source: PubChem (National Center for Advancing Translational Sciences (NCATS))
ERK EGF block: blocks ERK signaling stimulated by EGF; HEK293-V1b, EGF-stimulated phospho-ERK AlphaScreen; Potency, µM (titrated, usually from 11.5 µM), for inactives: top-dose activity change, negative = inhibition, most hits filed as inhibitors; 130,000 tested, 0.41% active; AID 1454; active = well fitted inhibition curve with a large enough effect; inconclusive = small, poorly fitted or top-dose-only effect, or effect the other way;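 also: plate controls were stimulated vehicle wells for no effect and unstimulated vehicle basal for full effect; nearly all actives have a fitted effect of over 55% in size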
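Phospho-ERK1/2 measured by AlphaScreen (SureFire) after 5 min 25 nM EGF stimulation of V1b-expressing HEK293 cells preincubated 30 min at 37C with titrated compounds; data scaled to DMSO and EGF controls, Hill-fitted AC50.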
Active calls of the source: *; ? = inconclusive; & = joins results of further samples; [ ] = remark or other dose. Potency is read from the fitted curve at half-maximal effect.

SMILES	ERK EGF block
CCCC(=O)OCC(=O)Nc1ccc2c(c1)OCO2	-9%
CCN(CC)c1ccc(/C=N/Nc2nc3ccccc3[nH]2)cc1	7%
CC(C)C(=O)Nc1nnc(Cc2c[nH]c3ccccc23)s1	-25%[57.5 µM]
COCCNC(=O)CCCn1c(=O)c2cc(OC)c(OC)cc2n(CC(=O)c2ccc(Cl)cc2)c1=O	0%
CN1CCc2c(sc(/N=C/c3cc(Cl)ccc3O)c2C#N)C1	?
COC(=O)c1c(N)sc(Cc2ccccc2)c1C	-11%
Cc1ccc(CN(Cc2ccc(C)o2)C(=S)NCC(=O)O)cc1	7%
C=CCN1C(C(=O)c2ccccc2)=C(OC(=O)COc2ccccc2)c2ccccc2S1(=O)=O	-4%
O=C(O)CS(=O)(=O)CC(=O)NCc1cccc(C(F)(F)F)c1	2%
COc1cc(O)c2c(c1)OC(c1ccc(O)cc1)CC2=O (stereo unspecified)	3%[57.5 µM]
COc1ccccc1N1CCN(C(=O)c2ccc3nc(-c4ccco4)c(-c4ccco4)nc3c2)CC1	-16%
COc1cc(NC(=S)NC2CC(C)(C)NC(C)(C)C2)cc(OC)c1	-11%
Cc1onc(-c2ccccc2Cl)c1C(=O)NC(=S)NCc1cccnc1	?
CCCCNC(=O)CN(c1ccc(Cl)c(Cl)c1)S(C)(=O)=O	-7%
OC(c1cc(C(F)(F)F)nc2c(Cl)cc(Cl)cc12)C1CCCCN1 (stereo unspecified)	0%[57.5 µM]
Cc1c(NC(=O)CSc2nnc(-c3ccncc3)o2)c(=O)n(-c2ccccc2)n1C	27%
COc1cc(/C=N/Nc2cc(C)nc(NS(=O)(=O)c3ccccc3)n2)ccc1O	4%[57.5 µM]
O=C(Nc1ccc(Cc2ccncc2)cc1)c1ccc(N2CCOCC2)c([N+](=O)[O-])c1	?
Cc1c(NC(=O)COC(=O)C2(c3ccc(F)cc3)CCCC2)c(=O)n(-c2ccccc2)n1C	-5%
Cc1c(CCC(=O)O)c(=O)oc2cc3oc4c(c3cc12)CCCC4	3%[57.5 µM]
CC1CN(S(=O)(=O)c2ccc(C(=O)Nc3nnc(-c4ccccn4)o3)cc2)CC(C)O1 (stereo unspecified)	6%
CO/N=C/C(C#N)=C/c1ccc(OC)cc1	-3%
Cc1ccc(OCC(=O)N2CCCc3ccccc32)cc1	-2%
Cc1ccc2cc(CCNC(=O)C(=O)c3c[nH]c4ccccc34)c(=O)[nH]c2c1	0%
C/C(CCC(C)C)=N\NC(=S)Nc1cc(S(=O)(=O)N2CCOCC2)ccc1N1CCOCC1	-3%
O=C(NCCCO)c1ccc2nc(-c3ccco3)c(-c3ccco3)nc2c1	-2%
S=c1[nH]nc(-c2ccccn2)n1/N=C/c1ccc(Cl)cc1	4%[57.5 µM]
Cc1nn(-c2ccccc2)c(Cl)c1C(=O)NC1CCCCC1	-2%
Cn1c(N)c(Sc2ccc(F)cc2)c(=O)n(C)c1=O	-4%
CC1CN(CC(=O)NN=C(c2ccccc2)c2ccccc2)CC(C)O1 (stereo unspecified)	-6%[57.5 µM]
CCCCOc1ccc(C(=O)N/C(=C/c2cccc([N+](=O)[O-])c2)C(=O)O)cc1	11%
O=C(c1cccc([N+](=O)[O-])c1)N1CCN(Cc2ccc3c(c2)OCO3)CC1	-1%
CCOC(=O)c1csc(NC(=O)c2ccc(C#N)cc2)n1	3%
CCCCCCCCCCSc1n[nH]c(N)n1	-4%
Cc1cc(C(=O)N2CCOCC2)ccc1[N+](=O)[O-]	1%
O=C(Nc1ccc2ccccc2c1)[C@@H]1C[C@H]1[C@@H](NP(=O)(c1ccccc1)c1ccccc1)c1ccccc1	7%&7%
CCOC(=O)N/N=C/c1cn(Cc2ccccc2Cl)c2ccccc12	-3%
CCOC(=O)c1c(C)[nH]c(C(=O)C(C)Cl)c1C (stereo unspecified)	-9%
CCn1c(C)cc(/C=C2/NC(=O)N(c3ccccc3)C2=O)c1C	?
Cc1nn(-c2ccccc2)c2nc(-c3ccccc3)cc(C(=O)N3CCOCC3)c12	1%
COC(=O)C/C=C/[C@@H](C)[C@@H](Cc1ccccc1Br)OC	0%
O=[n+]1cc(-c2ccccc2)n([O-])c2c1CCCCC2	26%
Cc1ccc(Oc2c(CO)c(-c3ccccc3)nn2C)cc1	-3%
O=C(NCCC1=CCCCC1)C(=O)NCC1OCCCN1S(=O)(=O)c1ccc(F)cc1 (stereo unspecified)	-9%
COc1ccc(OC)c(NC(=O)CCC(=O)N(Cc2ccc(OC)c(OC)c2)c2nccs2)c1	-8%
O=c1[nH]c(NC2CCCCC2)c([N+](=O)[O-])c(=O)[nH]1	6%
O=C(c1cc(COc2ccc(F)cc2Cl)on1)N1CCC(OCc2cccnc2)CC1	-7%
Cc1cc(C)cc(NC(=O)C(OC(=O)C2=COCCO2)c2ccccc2)c1 (stereo unspecified)	2%
CC1SCC(=NOCc2ccccc2)CS1 (stereo unspecified)	-10%[57.5 µM]
O=C(CCCCl)Oc1ccc2cc(-c3ccc4ccccc4n3)c(=O)oc2c1	-10%
Cc1ccc(NC(=O)Cn2cnc3cc([N+](=O)[O-])ccc3c2=O)cc1	5%[57.5 µM]
COc1ccccc1/C=N/NC(=O)c1ccc(N(C)S(=O)(=O)c2ccccc2)cc1	?
Cc1cccc(Cc2nnc(CCC(=O)N(C)Cc3ccncc3C)o2)c1	4%
CCOC(=O)NC(=O)/C(C#N)=C\NNc1ncc(C(F)(F)F)cc1Cl	-27%
COc1cc(OC)c(NC(=S)Nc2cccc(C)c2)cc1Cl	3%
CC(=O)Nc1ccc(S(=O)(=O)NCC2CCC(C(=O)NC(C)c3ccc4c(c3)OCCO4)CC2)cc1 (stereo unspecified)	4%
Cc1ccc(NC(=S)Nc2ccc3cn[nH]c3c2)cc1	-7%
COc1ccccc1N1CCN(c2ccc(N3C(=O)CCC3=O)cc2[N+](=O)[O-])CC1	-1%
Cc1oc(-c2cc(F)ccc2F)nc1CN1CCN(C)C(=O)[C@@H]1C	-5%
Oc1ccc(-c2csc(Nc3ncccn3)n2)c(O)c1	-5%

More records
SMILES	ERK EGF block
COc1ccc(Cc2nnc(-c3cccc(C)c3)o2)cc1OC	11%
Cc1ccc(N2C(=O)C3C=NNC3C2=O)cc1 (stereo unspecified)	1%
CC(=O)NC(C)c1nc2ccccc2n1Cc1ccccc1F (stereo unspecified)	4%
COc1ccc(CCNC(=O)C(=O)NCc2ccccc2C)cc1OC	-13%
CC(C)N(Cc1ccccc1)C(=S)NC1CCCCC1	3%
O=c1c2c3c(sc2ncn1/N=C/c1ccncc1)CCCC3	0%
O=C1c2ccccc2C(O)(c2ccccc2)N1C1CC1 (stereo unspecified)	9%[57.5 µM]
CN(C)c1ccc(NC(=S)NC(=O)/C=C/c2ccco2)cc1	4%
Cc1cc(N/N=C/c2ccccc2)nc(N2CCOCC2)n1	-2%[57.5 µM]
O=C1CSC(c2ccccc2[N+](=O)[O-])N1c1ccc(O)cc1 (stereo unspecified)	-5%
COc1cc(/C=C\C(=O)OCn2nnc3ccccc3c2=O)cc(OC)c1OC	4%
Cn1nnnc1SCc1csc(C2C(C#N)=C(N)OC3=C2C(=O)CCC3)c1 (stereo unspecified)	?
CCC(=O)N/N=C(\C)CC(=O)Nc1ccc(Cl)cc1	12%
O=S(=O)(c1ccc(C2CCCCC2)cc1)N1CCOCC1	7%
Cc1ccccc1CC1(CO)CCCN(C(=O)CCC(=O)c2ccccc2)C1 (stereo unspecified)	3%[57.5 µM]
O=Cc1cn(CC(=O)NCC2CCCO2)c2ccccc12 (stereo unspecified)	-4%
COC(=O)c1cc(C(=O)c2ccc(C(C)(C)C)cc2)c[nH]1	-8%
C1CCCC(NC2=NCCO2)CCC1	2%[57.5 µM]
O=C(COc1cccnc1[N+](=O)[O-])N1CCN(S(=O)(=O)c2ccccc2)CC1	7%
O=C(/C=C/c1ccc(Cl)cc1Cl)NC(=S)Nc1ccc(CN2CCOCC2)cc1	3%
Cc1ccc(-n2nnc(-c3cc4ccccc4n3C)n2)cc1	-3%[57.5 µM]
O=C(/C=C/c1cccs1)NC1CCS(=O)(=O)C1 (stereo unspecified)	0%
CCCn1c(O)c(N=Nc2ccc3ccccc3n2)c2ccccc21	7%
CC(=O)Nc1ccc(NC(=O)C(OC(=O)c2ccccc2)C(OC(=O)c2ccccc2)C(=O)O)cc1 (stereo unspecified)	2%
C=CCOc1ccc(/C=N/NC(=O)C(C)Sc2ccccn2)cc1OC (stereo unspecified)	-5%
O=C(CSc1nc2ncc(Cl)cc2[nH]1)NCCc1ccc(F)cc1	-2%
Cn1cccc1/C=N/NC(=O)c1ccn[nH]1	-4%
CCSc1nnc(NC(=O)[C@H](C)N2C(=O)C3CC=CCC3C2=O)s1 (stereo partly specified)	11%
O=C(Oc1ccccc1C(=O)Nc1ccccc1)c1ccccc1Br	-5%
CN(CCc1ccccn1)C(=O)CCC1CCCN(C(=O)c2ccccn2)C1 (stereo unspecified)	5%
CCC1CCCCN1C(=O)CCc1nnc(Cc2cc(OC)ccc2OC)o1 (stereo unspecified)	1%[57.5 µM]
CCCCC(=O)N(CCOC)c1nnc(-c2ccccc2C)s1	3%
COc1ccc2[nH]c(C)c(CCNC(=S)Nc3cccc(C)c3)c2c1	-20%
O=C(CSc1ccc(F)cc1)NC12CC3CC(CC(C3)C1)C2	-10%
CC(C)c1ccccc1OCC(=O)NN1C(=O)c2ccccc2C1=O	-11%
O=C(Nc1nc(-c2ccc(-c3ccccc3)cc2)cs1)C1=COCCO1	1%
Cc1nn(-c2ccccc2)c(C)c1C(=O)OCC(N)=O	1%
COC(=O)c1sccc1S(=O)(=O)Nc1ccc(Cl)cc1	3%[57.5 µM]
S=C(Nc1cccc2ccccc12)NC1CCCCC1	-6%
COCC(C)Nc1ccc(S(=O)(=O)N2CCCC2)cc1[N+](=O)[O-] (stereo unspecified)	6%
CCO[C@H]1OC(C(=O)N2CCOCC2)=C[C@@H](c2cn(C(C)=O)c3ccccc23)[C@@H]1CCCO	-6%[57.5 µM]
Nc1nc(-c2cccnc2)nn1C(=O)c1ccc(Cl)cc1	4%
O=C(Cc1ccccc1)c1c[nH]c(C(=O)O)c1	-4%
CCOC(=O)c1c(NC(=O)C2(C)Cc3ccccc3C(=O)O2)sc2c1CCCC2 (stereo unspecified)	-6%
Cc1ccc(C(=O)Oc2ccccc2N2CCOCC2)cc1	12%[57.5 µM]
CCCNC(=O)C1CCN(c2ccc(S(=O)(=O)N3CCOCC3)cc2Cl)CC1	14%
CSc1ccccc1NC(=S)N/N=C/c1cccn1Cc1cccc(C)c1	?
CCOC(=O)c1sc2nc(C)[nH]c(=S)c2c1C	7%
CC(C)OC(=O)CSc1nc(C(C)C)nc2ccccc12	-2%
CSc1nc(Cl)cc(Nc2ccc(O)cc2)n1	-5%
Cc1sc2ncn(CC(=O)NCC(=O)N(C)Cc3ccccc3)c(=O)c2c1C	4%
O=C(Nc1nccs1)c1ccc(-c2ccc(Cl)cc2Cl)o1	-7%
CCCCCCCSc1nnc(N)s1	0%[57.5 µM]
COc1cc(OCC(N)=O)cc(OC)c1OC	-3%
COc1ccc(C(=O)NCc2nnc(SCC(=O)Nc3nnc(C)s3)o2)cc1	-6%
CCOC(=O)C1(Cc2cccc(OC)c2)CCCN(C(=O)c2cc(C)[nH]n2)C1 (stereo unspecified)	-4%
Cc1cc(Nc2cccc(F)c2)nc(N2CCOCC2)n1	-1%[57.5 µM]
Cc1ccc2[nH]c(O)c(N=NC(=O)C3CC3c3ccccc3)c2c1Br (stereo unspecified)	-3%
CCC(CC)C(=O)c1c[nH]c(C(=O)N2CCN(c3ccccc3)CC2)c1	-13%
Cc1ccc(-c2cc3c(n2-c2ccc(C(=O)O)cc2)CCCC3=O)cc1	8%

Reformatted in markdown: part of the list above
| structure | ERK EGF block |
| --- | --- |
| Cc1ccc(C(=O)Oc2ccccc2N2CCOCC2)cc1 | 12%[57.5 µM] |
| CCCNC(=O)C1CCN(c2ccc(S(=O)(=O)N3CCOCC3)cc2Cl)CC1 | 14% |
| CSc1ccccc1NC(=S)N/N=C/c1cccn1Cc1cccc(C)c1 | ? |
| CCOC(=O)c1sc2nc(C)[nH]c(=S)c2c1C | 7% |
| CC(C)OC(=O)CSc1nc(C(C)C)nc2ccccc12 | -2% |
| CSc1nc(Cl)cc(Nc2ccc(O)cc2)n1 | -5% |
| Cc1sc2ncn(CC(=O)NCC(=O)N(C)Cc3ccccc3)c(=O)c2c1C | 4% |
| O=C(Nc1nccs1)c1ccc(-c2ccc(Cl)cc2Cl)o1 | -7% |
| CCCCCCCSc1nnc(N)s1 | 0%[57.5 µM] |
| COc1cc(OCC(N)=O)cc(OC)c1OC | -3% |
| COc1ccc(C(=O)NCc2nnc(SCC(=O)Nc3nnc(C)s3)o2)cc1 | -6% |
| CCOC(=O)C1(Cc2cccc(OC)c2)CCCN(C(=O)c2cc(C)[nH]n2)C1 (stereo unspecified) | -4% |
| Cc1cc(Nc2cccc(F)c2)nc(N2CCOCC2)n1 | -1%[57.5 µM] |
| Cc1ccc2[nH]c(O)c(N=NC(=O)C3CC3c3ccccc3)c2c1Br (stereo unspecified) | -3% |
| CCC(CC)C(=O)c1c[nH]c(C(=O)N2CCN(c3ccccc3)CC2)c1 | -13% |
| Cc1ccc(-c2cc3c(n2-c2ccc(C(=O)O)cc2)CCCC3=O)cc1 | 8% |

(continued)
SMILES	ERK EGF block
CCCN1C2CCCC1CC(NC(=S)Nc1cc(C)cc(C)c1)C2 (stereo unspecified)	-3%
CC(C)Oc1cccc(C(=O)C2CCCN(C(=O)c3csnn3)C2)c1 (stereo unspecified)	0%
COc1ccc(CCN(C)CCC(=O)Nc2cc(C)ccc2C)cc1OC	1%[57.5 µM]
O=C(COc1ccccc1C(=O)O)NC1CCCc2ccccc21 (stereo unspecified)	5%
Cc1cc(C)c(C(=O)Nc2ccc(C)c(C)c2)c(CC(C)(C)C(=O)O)c1	0%[57.5 µM]
Cc1ccc(OC/C(O)=C(\C#N)c2nc3ccccc3s2)cc1	27%

A portion of the library. The share of hits here may be higher or lower than overall.
